# From PubChem
# FLuc modulator: inhibits or activates purified firefly luciferase, miR-21 counter-screen. purified FLuc, Km substrates, luminescence inhibition. Potency, µM (doses to about 57.5 µM), without a hit: top-dose activity change, negative = inhibition, hits mostly inhibitors. 6.9% of 360,000 active. AID 588342;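 also: potency is read from the fitted curve at half-maximal effect; plate controls were vehicle for no effect and reference inhibitor for full effect; nearly all actives have a fitted effect of over 55% in size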
#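 Purified P. pyralis luciferase, 10 nM final, with Km-level 10 uM D-luciferin and 10 uM ATP in 50 mM Tris acetate pH 7.5, 10 mM Mg acetate, 0.01% Tween-20, 0.05% BSA; 6-point qHTS titration about 60 µM downward; luminescence read.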
# ELG1 genotoxic: inducers of genotoxicity in HEK293T ELG1-luciferase cells; HEK293T ELG1-luciferase reporter, luminescence, 16 h; Potency, µM (doses to about 46 µM), for the others: at the highest dose activity change, positive = activation, hits mostly activators; 1.3% of 330,000 active; AID 504466; also: potency is read from the fitted curve at half-maximal effect; % of control where 0% means no effect; nearly all actives have a fitted effect of over 60% in size
#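 Cells (2,000/well) expressing the ELG1-luciferase fusion are dosed by pin tool and kept 16 hr at 37 °C, 5% CO2. Signal comes from ONE-Glo luciferase reagent after 30 min at room temperature.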
# Giardia killer: kills Giardia lamblia | 0.15% of 340,000 active | activity change, % at 7.66 µM, hits read low | AID 540267 | Giardia lamblia trophozoite viability; in the data active = activity change below about -80%; inconclusive = between about -30% and that limit;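 also: parasites exposed to compound for two days anaerobically before the ATP read; % is scaled to controls: 0 for no effect and ±100 for the full control effect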
#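 Luminescent ATP signal served as the viability read-out, measured 15-30 min after adding ATP detection reagent to trophozoites that had been incubated with compounds for 48 hrs at 37 deg C anaerobically at 100 cells/well.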
# Rab9 prom act: Rab9 promoter activation; 2.8% of 320,000 active; AID 485297; Potency, µM (top dose mostly 9.22 µM), for the others: at the highest dose activation, negative = inhibition, actives largely listed as activators; Huh7 Rab9 promoter-luciferase reporter, luminescence, 24 h; also: potency is read from the fitted curve at half-maximal effect; % of control where 0% means no effect; nearly all actives have a fitted effect of over 60% in size
#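 Luminescence from Amplite-detected luciferase (10 minutes, ambient) reports Rab9 promoter activation. Before that, stable Rab9-luciferase Huh7 cells (1500/well, reduced-serum OP-MEM I plus 10% FBS) were exposed to compound for 24 hours at 37C.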
# RORgamma inh: blocks mouse ROR gamma transcriptional activity | AID 2551 | Potency, µM (highest dose often 53.6 µM), without a hit: top-dose activity change, negative = inhibition, most hits filed as inhibitors | P51450 | Drosophila S2 Gal4-RORgamma UAS-luciferase reporter, 20 h | 5.4% of 310,000 active; also: potency is read from the fitted curve at half-maximal effect; % is scaled to controls: 0 for no effect and ±100 for the full control effect; nearly all actives have a fitted effect of over 60% in size
#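 Luminescence from a UAS-regulated Photinus luciferase reporter in stably transfected Drosophila Schneider cells is measured; decreased signal marks ROR gamma inhibition. Fusion expression is induced by 700 uM copper sulfate for 20 hr.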
# p53 reactivation: mutant p53 re-activation in reporter cells; H1299 p53-A138V BP100-luciferase reporter, luminescence, 24 h; Potency, µM (doses to about 92.2 µM), inactives show at the highest dose activity change, positive = activation, most hits filed as activators; 0.063% of 320,000 active; AID 504706; also: potency is read from the fitted curve at half-maximal effect; % of control where 0% means no effect; nearly all actives have a fitted effect of over 45% in size
#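 p53-null H1299 cells stably carrying temperature-sensitive p53-A138V and a BP100-luciferase reporter were pinned with compounds (4-point, 1:5 series) and held 24 hrs at 37 deg C. Luminescence was read 10 min after detection reagent.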
# Gal4-VP16 FLuc: counter-screen for ROR gamma inhibitors: Gal4-VP16 reporter | AID 2546 | Drosophila S2 Gal4-VP16 UAS-luciferase, luminescence, 20 h | Potency, µM (highest dose often 53.6 µM), for inactives: at the top dose activity, negative = inhibition, hits mostly inhibitors | 3.5% of 310,000 active;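 also: Gal4-VP16 expression switched on by copper sulfate through the metallothionein promoter; potency is read from the fitted curve at half-maximal effect; % is scaled to controls: 0 for no effect and ±100 for the full control effect; nearly all actives have a fitted effect of over 50% in size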
# PKM2 activator: PKM2 (human) enzyme activation; Potency, µM (top dose mostly 57.5 µM), without a hit: top-dose activation, hits mostly activators; AID 1631; purified PKM2, Kinase-Glo ATP luminescence, activation; response scale: 0% is enzyme alone, no compound; P14618; 0.34% of 260,000 active; also: potency is read from the fitted curve at half-maximal effect; % is scaled to controls: 0 for no effect and ±100 for the full control effect; nearly all actives have a fitted effect of over 55% in size
#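 Purified hPK-M2 (>95% pure) converted ADP (0.1 mM final) to ATP with 0.5 mM PEP in 50 mM imidazole pH7.2, KCl, MgCl2, Tween 20, BSA; 1 h at room temperature. ATP detected by Kinase-Glo luminescence.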
# NPC1 promoter act: activates the NPC1 promoter. Huh7 NPC1 promoter luciferase reporter, 24 h. Potency, µM (series often up to 9.22 µM), inactives show at the highest dose activation, actives largely listed as activators. 2.4% of 320,000 active. AID 485313;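 also: potency is read from the fitted curve at half-maximal effect; % of control where 0% means no effect; nearly all actives have a fitted effect of over 60% in size; reporter is driven by a mutant NPC1 promoter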
#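 Readout is luciferase luminescence, reflecting NPC1 promoter activation in stably transfected Huh7 cells after 24 h compound exposure at 37 °C in reduced-serum medium with 10% FBS.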
# BRCA1 expr act: activators of BRCA1 expression. Potency, µM (series often up to 46.1 µM), inactives show top-dose activation, hits mostly activators. 1.1% of 380,000 active. MCF7-BRCA1-FFLuc reporter, luminescence, 48 h; response scale: scaled: vehicle 0%, 10 µM genistein 100%; also: potency is read from the fitted curve at half-maximal effect; nearly all actives have a fitted effect of over 80% in size; some results filed as inactive show a strong effect at the top dose
#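 Activators of BRCA1 expression were detected as increased firefly luciferase luminescence in engineered MCF7 cells after 48 h compound incubation. Signals were scaled to genistein 10 microM as full activation.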
# Menin MLL FP TR: displaces Texas Red mutant MLL peptide from human menin. O00255. Menin + Texas Red MLL mutant peptide, fluorescence polarization. Potency, µM (doses to about 61.6 µM), inactives show at the top dose FP activity change, negative = inhibition, most hits filed as inhibitors. 0.23% of 270,000 active; active = well fitted inhibition curve with a large enough effect in the polarisation, with a control signal flat, not every such curve was filed as active; inconclusive = small, poorly fitted or top-dose-only effect, or effect the other way, or a change in a side signal; inactive = no such curve, though single readings can be large or run the other way; the % refers to the polarisation; also: potency is read from the fitted curve at half-maximal effect; % of control where 0% means no effect; many of its hits are not listed in these tables
# Target sequence (O00255 whole entry, looked up): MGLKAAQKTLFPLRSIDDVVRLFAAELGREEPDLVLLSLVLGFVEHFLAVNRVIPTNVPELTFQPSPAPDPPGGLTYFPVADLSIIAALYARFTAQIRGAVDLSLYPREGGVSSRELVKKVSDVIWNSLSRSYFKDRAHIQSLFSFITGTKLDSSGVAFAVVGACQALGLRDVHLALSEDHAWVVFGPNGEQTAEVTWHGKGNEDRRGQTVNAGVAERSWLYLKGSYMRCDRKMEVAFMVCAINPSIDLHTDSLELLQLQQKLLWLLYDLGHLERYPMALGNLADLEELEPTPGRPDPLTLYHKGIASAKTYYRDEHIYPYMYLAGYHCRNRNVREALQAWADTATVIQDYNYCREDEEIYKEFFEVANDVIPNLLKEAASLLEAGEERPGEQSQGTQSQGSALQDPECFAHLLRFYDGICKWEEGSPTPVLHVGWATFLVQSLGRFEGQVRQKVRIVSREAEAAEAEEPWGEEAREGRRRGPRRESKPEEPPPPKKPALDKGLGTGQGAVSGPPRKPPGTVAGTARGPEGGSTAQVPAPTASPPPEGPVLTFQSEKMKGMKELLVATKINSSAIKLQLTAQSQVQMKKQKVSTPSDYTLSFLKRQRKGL
# Starred values were filed as active, the others as inactive; u = inconclusive; x = not tested or not shown; & = joins results of further samples; [ ] = dose if it differs, or a comment. Unless noted, calls follow the shape of the dose curve; as a rule, active = well fitted curve in the direction sought with a large enough effect; inconclusive = small, poorly fitted or top-dose-only effect, or another doubt; inactive = no such curve, though single readings can be large; an effect the other way counts as inactive or inconclusive.
compound	FLuc modulator	ELG1 genotoxic	Giardia killer	Rab9 prom act	RORgamma inh	p53 reactivation	Gal4-VP16 FLuc	PKM2 activator	NPC1 promoter act	BRCA1 expr act	Menin MLL FP TR
O=C(Nc1nnc(S(=O)(=O)N2CCOCC2)s1)c1ccccc1Cl	-14%&-14%	1%	-4	4%	39%	x	8%	-5%	-5%	6%	22%
CC1(C)Nc2ccccc2N(CCC(=O)N2CCOCC2)C1=O	0%	-2%	-5	0%	-3%	-1%	-10%	0%	-7%	-15%	-10%
CN(Cc1ccccc1)C(=O)C1CCCN1S(=O)(=O)c1ccc(Cl)cc1 (centres undefined)	6%	-1%	-3	2%	x	-2%	x	x	-9%	-17%	x
O=C(NCCCN1CCOCC1)c1ccc(Cl)cc1[N+](=O)[O-]	-2%	1%	-10	-2%	6%	7%	-14%	-3%	-1%	-9%	2%
O=C(OCc1ccccc1Cl)c1cccnc1Cl	-15%	0%	3	-4%	2%	4%	8%	0%	-1%	-10%	x
COc1ccc(S(=O)(=O)NC2CCCCCC2)c(OC)c1	-1%	-5%	-12	0%	5%	-11%	-5%	-11%	13%	-6%	x
COc1ccc(NC(=S)N2CCN(c3ccccn3)CC2)cc1OC	0%	1%	12	2%	u	-14%	-20%	-23%	4%	-8%	0%
COc1ccc(-c2cc3c(=O)n(CC(=O)Nc4ccc(Cl)cc4)nc(C)n3n2)cc1	-1%	6%	-11	3%	-10%	2%	-1%	x	-5%	0%	x
CC(C)CC(C(=O)NCC1CCCO1)N(C(=O)Cn1nnc(-c2ccc(F)cc2)n1)c1cccc(C(F)(F)F)c1 (centres undefined)	1%	-1%	-4	-3%	43%	-4%	-15%	1%	-4%	9%[1.84 µM]	u
O=C1NC(=O)/C(=C\c2ccc(Oc3ccc([N+](=O)[O-])cn3)cc2)S1	u	2%	u	-6%	u	23%	-3%	1%	2%	31%	3%
CCNC(=S)NNC(=O)C1CCN(Cc2ccccc2)CC1	1%	-5%	-2	-11%	3%	-5%	3%	-5%	4%	-4%	-9%
Cc1ccc(C)c2nc3sc(C(=O)N4CCOCC4)c(N)c3cc12	u	u	3	u	31%	19%	-12%	-2%	15%	u	-9%
O=C(Nc1ccc(Cl)c(Cl)c1)N1CCOCC1	-20%	4%	7	4%[1.84 µM]	u	4%	16%	x	-2%	22%	-15%
COC(=O)c1ccc(C(=O)OC)c(NC(=O)CSCc2ccc(Br)cc2)c1	-1%	-1%	7	3%	25%	2%	-1%	-2%	3%	-27%	5%
CC(=O)Nc1ccc(Oc2ccc([N+](=O)[O-])cc2Cl)cc1	0%	-6%	8	5%	1%	-4%	6%	-1%	-1%	12%	u
CCOC(=O)c1cn(Cc2cccc(C)c2)nn1	2%	-1%	-8	-1%	16%	2%	-3%	2%	-3%	7%	-5%
COc1ccc(NS(=O)(=O)c2cccc(NC(=O)COc3ccc(OC)cc3)c2)cc1	17µM*	-7%	3	-7%	5%	-2%	0%	6%	12%	-6%	x
Cc1snc(SCc2ccc(Cl)cc2)c1C#N	-15%	4%	-9	1%	30%	4%	-8%	x	-5%	3%	-1%
Cc1ccc(C(=O)OCC(=O)c2ccc[nH]2)s1	u	u	-13	u	2%	16%	0%	-5%	11%	73%	6%
CC(C)C(=O)Nc1cccc(C(=O)Nc2nnc(C(C)C)s2)c1	u	u	-12	1.4µM*	u	u	-6%	u	2.8µM*	u	5%
O=C(COC(=O)Cn1cnc2ccccc2c1=O)Nc1ccc(Cl)c(C(F)(F)F)c1	5%	-2%	5	-6%	u	-9%	-6%	7%	-1%	-8%	21%
O=C(c1cc(COc2cccc(C(F)(F)F)c2)on1)N1CCC(c2ccncc2)CC1	1%	-7%	2	1%	-6%	11%	-2%	5%	0%	-1%	x
CCCCOc1ccc(OCCCN2CCOCC2)cc1	u	3%	-3	-1%	u	6%	-8%	4%	-5%	23%	-3%
O=Cc1cccn1-c1c(C(=O)O)cnn1-c1ccccc1	4%	1%	15	6%	-12%	-3%	10%	-4%	0%	0%	-6%
CCC(C)(C)C(=O)Nc1ccc(C(N)=O)cc1	-11%	0%	-23	2%	10%	-4%	5%	-1%	1%	-3%	9%

# New compounds follow:
Compound | FLuc modulator | ELG1 genotoxic | Giardia killer | Rab9 prom act | RORgamma inh | p53 reactivation | Gal4-VP16 FLuc | PKM2 activator | NPC1 promoter act | BRCA1 expr act | Menin MLL FP TR
CN(Cc1cnccn1)Cc1nc(Cc2cccc(F)c2)no1 | 0% | -19% | 0 | 12% | 8% | -2% | -12% | -1% | -2% | 17% | 10%
O=C(OCC(=O)N1CCCc2ccccc21)c1cc(S(=O)(=O)N2CCOCC2)ccc1O | x | 3% | 4 | -1% | x | 4% | x | x | -6% | -5% | x
COC(=O)c1ccccc1OCc1cccc(C)n1 | -1% | 0% | 12 | 4% | -30% | 0% | -3% | -3% | 4% | -26% | 1%
O=C(c1cccs1)N1CCN(Cc2cccnc2)CC1 | -1% | -1% | -3 | 1% | 9% | 3% | -5% | 2% | 0% | 1% | 0%
COCC1CCN(C(=O)C2CCC(=O)N(CCc3cccc(F)c3)C2)CC1 (centres undefined) | 0% | 1% | 9 | 0% | 7% | 25% | 2% | 1% | 0% | -14% | x
CCOc1ccc(C(=O)N[C@H](C(=O)O)C(C)C)cc1 | -1% | 0% | -4 | 3% | 1% | -1% | 1% | -3% | -4% | 0% | 4%
O=C(Nc1ccc(Cl)cn1)c1cccnc1 | -11% | 6% | -12 | -1% | 0% | 22% | 21% | -8% | -1% | -23% | 3%
CC(=O)c1cccc(NC(=O)C2C(c3ccccc3)C2(Cl)Cl)c1 (centres undefined) | 3% | -7% | -15 | -2% | 26% | -9% | -8% | 5% | -5% | 3% | u

# Part of the list above, as labelled records.
SMILES: CCOc1ccc(C(=O)N[C@H](C(=O)O)C(C)C)cc1
  FLuc modulator: -1%	ELG1 genotoxic: 0%	Giardia killer: -4	Rab9 prom act: 3%	RORgamma inh: 1%	p53 reactivation: -1%	Gal4-VP16 FLuc: 1%	PKM2 activator: -3%	NPC1 promoter act: -4%	BRCA1 expr act: 0%	Menin MLL FP TR: 4%
SMILES: O=C(Nc1ccc(Cl)cn1)c1cccnc1
  FLuc modulator: -11%	ELG1 genotoxic: 6%	Giardia killer: -12	Rab9 prom act: -1%	RORgamma inh: 0%	p53 reactivation: 22%	Gal4-VP16 FLuc: 21%	PKM2 activator: -8%	NPC1 promoter act: -1%	BRCA1 expr act: -23%	Menin MLL FP TR: 3%

# Next section:
Compound | FLuc modulator | ELG1 genotoxic | Giardia killer | Rab9 prom act | RORgamma inh | p53 reactivation | Gal4-VP16 FLuc | PKM2 activator | NPC1 promoter act | BRCA1 expr act | Menin MLL FP TR
CS(=O)(=O)c1ccc(C(=O)N2CCN(C(=O)c3ccco3)CC2)cc1 | -1% | 0% | -16 | 0% | x | 0% | x | x | -1% | 2% | x
CN(C)CCCN(C(=O)c1ccc(C(=O)c2ccccc2)cc1)c1nc2c(F)cccc2s1 | 5% | -4% | -9 | 0% | -7% | 16% | -10% | x | -4% | 0% | x
CCOC(=O)N1CCN(C(=O)CSCc2ccc(Br)cc2)CC1 | -4% | -1% | -15 | -3% | 0% | 12% | 4% | 9% | -1% | 3% | 1%
O=C1OC(c2ccc3c(c2)OCO3)=N/C1=C\c1ccc(C(=O)O)cc1 | 0.13µM* | 0% | -12 | -3% | 10% | 14% | -9% | x | 0% | 0% | u
CN(C)S(=O)(=O)c1cc(C(=O)O)c(NC2CCCCC2)cc1Cl | 1% | -2% | -22 | -2% | -18% | -3% | 0% | -2% | -2% | 13% | u
Cc1ccc(CNC(=O)Cn2ccc3cc(S(=O)(=O)N4CCCC4)ccc32)o1 | -3% | 0% | 15 | -1% | -7% | 1% | -6% | 16µM* | 1% | -4% | -2%
CN(C)CCNS(=O)(=O)c1ccc(N2CCN(c3ccc(F)cc3)CC2)c([N+](=O)[O-])c1 | -9% | 0% | -16 | 1% | 21% | 2% | -17% | -6% | -3% | -70% | 11%
O=C(NCC(c1ccco1)N1CCN(c2ccc(F)cc2)CC1)C(=O)NC1CCCC1 (centres undefined) | 2% | -3% | u | -7% | x | -5% | x | x | -1% | -14% | x

# Not all compounds are listed; rates above refer to the full screens.
